RAD52 anneal inh: inhibitors of human RAD52 DNA annealing. P43351. recombinant RAD52 DNA annealing, FRET fluorescence. inhibition, % at 18.7 µM. actives 0.46% (n = 360,000);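 active = every replicate showing at least 50% inhibition; inconclusive = mean inhibition at least 50% but not in every replicate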
PglD DTNB: blocks C. jejuni PglD acetyltransferase activity; AID 602405; actives 0.098% (n = 360,000); inhibition, % at 12.5 µM; purified PglD enzyme, DTNB colorimetric CoA detection; in the data active = inhibition above about 16%, passing the limit was not always enough; inconclusive = no clear call, values can overlap the other calls; also: strong numbers were not always called active
esBAF inh: SWI/SNF esBAF complex inhibition; mouse ES cells, Bmi1-luciferase knock-in reporter, 24 h; 100% = twice the neutral-well signal; reporter increase, % at 12.5 µM; actives 2% (n = 350,000); AID 602393; in the data active = activation above about 40%; inconclusive = no clear call, values can overlap the other calls;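 also: 0% = median of the plate's neutral control wells and 100% = double that signal; a rise in the Bmi1 reporter signal indicates esBAF inhibition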
ARNT-TACC3 inh: ARNT/TACC3 interaction disruption; AID 623870; AlphaScreen His-ARNT PAS-B/GST-TACC3 binding, luminescence; TACC3 fragment carries E629A point mutation; actives 0.66% (n = 390,000); Q9Y6A5; inhibition, % at 9.99 µM;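 active = mean inhibition of replicates at least 50% and at least half of replicates each reaching 50%; inconclusive = half or more replicates reach 50% but mean below 50%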;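 also: 0% = complete ARNT plus TACC3 wells and 100% = ARNT alone without TACC3; many hits fall short of the cut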
RAD54 inh: RAD54 (human) branch migration inhibition; Q92698; RAD54 Holliday junction branch migration, FAM/BHQ fluorescence; inhibition, % at 10.4 µM; actives 0.14% (n = 360,000);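 active = mean normalized replicate activity at least 40 and at least half of replicates scoring 40 or more; inconclusive = only one of the two criteria met; inactive = mean below 40 and under half of replicates reaching 40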;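 also: 0% = median of neutral control wells and 100% = median of positive control wells; inhibitors cause a drop in the FAM fluorescence signal; in these data hits start at about 50%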
Target sequence (Q92698 whole entry, looked up): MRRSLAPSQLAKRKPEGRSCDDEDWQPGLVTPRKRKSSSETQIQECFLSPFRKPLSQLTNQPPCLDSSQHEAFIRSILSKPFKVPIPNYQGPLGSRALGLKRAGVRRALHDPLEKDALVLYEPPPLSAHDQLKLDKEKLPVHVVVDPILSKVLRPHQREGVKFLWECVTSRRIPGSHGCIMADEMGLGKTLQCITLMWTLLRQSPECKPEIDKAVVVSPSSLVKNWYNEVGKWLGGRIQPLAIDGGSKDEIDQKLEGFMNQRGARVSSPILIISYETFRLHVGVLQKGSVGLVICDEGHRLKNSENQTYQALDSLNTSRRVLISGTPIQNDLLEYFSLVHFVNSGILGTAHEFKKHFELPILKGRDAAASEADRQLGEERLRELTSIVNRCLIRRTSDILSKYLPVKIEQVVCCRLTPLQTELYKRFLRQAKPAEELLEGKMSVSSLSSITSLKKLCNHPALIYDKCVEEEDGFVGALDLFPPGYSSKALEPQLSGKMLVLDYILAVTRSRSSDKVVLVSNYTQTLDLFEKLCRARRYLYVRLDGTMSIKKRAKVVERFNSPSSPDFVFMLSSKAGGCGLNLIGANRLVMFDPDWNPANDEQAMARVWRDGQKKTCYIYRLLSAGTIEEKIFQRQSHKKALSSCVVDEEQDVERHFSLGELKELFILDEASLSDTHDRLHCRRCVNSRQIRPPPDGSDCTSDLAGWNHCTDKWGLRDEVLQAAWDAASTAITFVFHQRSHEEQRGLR
ERp5 inh: inhibitors of human ERp5 | ERp5 insulin aggregation, absorbance 650 nm, 90 min | inhibition, % at 9.99 µM | actives 0.05% (n = 350,000);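 active = mean replicate inhibition above about 25%, with every replicate also reaching it, limit read from the data, passing the limit was not always enough; inconclusive = only one of those two criteria met; inactive = neither criterion met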
CASP6 VEID inh: blocks human caspase-6 cleavage activity. P55212. purified caspase-6, Z-VEID-R110 cleavage fluorescence. inhibition, % at 12.5 µM. actives 0.53% (n = 350,000);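 active = mean inhibition across replicates at least about 35%, with every replicate also reaching that limit, limit read from the data; inconclusive = only one of the two criteria met; inactive = neither criterion met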;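 also: 0% = median of neutral control wells and 100% = no fluorescence left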
E-selectin induc: induces E-selectin expression in human endothelial cells; HUVEC E-selectin immunofluorescence imaging; normalized: neutral wells 0, TNF-alpha wells 100; activation, % at 7.58 µM; AID 686992; actives 0.37% (n = 260,000); P16581;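 active = mean E-selectin-positive cell signal at least 10% of the positive control, reached in at least 60% of replicates, without over 20% cell loss; inconclusive = no rule given, readout overlaps actives, possibly toxicity-flagged; inactive = the rest, including those meeting only one limit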;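 also: in these data hits start at about 27%; measured in HUVEC primary endothelial cells; signal is the percent of cells scored E-selectin positive by PE staining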
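System: HUVEC, human umbilical vein endothelial cells; quantity: 3,000 cells/well; buffer or medium: EGM-2 medium, gelatin-coated wells; dosing: single-point compound dose; detection: immunofluorescence imaging; evaluation: % PE-positive cells; benchmarks: TNF-alpha, DMSO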
Numbers without * were called inactive; ? = inconclusive; / = not tested or not shown; & = joins results of further samples; ! = a repeat was not active. Only part of the results is shown. The share of hits here may be higher or lower than overall.

Screens by letter: A = RAD52 anneal inh; B = PglD DTNB; C = esBAF inh; D = ARNT-TACC3 inh; E = RAD54 inh; F = ERp5 inh; G = CASP6 VEID inh; H = E-selectin induc
compound: O=C(c1ccccc1)c1ccc2n1CCC2C(=O)O (centres undefined)
  A: -10 | B: 3 | C: 23 | D: -3 | E: -4 | F: 4 | G: -1 | H: -2.3
compound: C[C@H]1c2cccc(O)c2C(O)=C2C(=O)[C@]3(O)C(O)=C(C(N)=O)C(=O)[C@@H](N(C)C)[C@@H]3[C@@H](O)[C@@H]21
  A: / | B: -2 | C: 16 | D: 33 | E: 0 | F: / | G: / | H: /
compound: Nc1ncnc(Nc2ccccc2)n1
  A: -15 | B: -4 | C: -3 | D: -3 | E: 3 | F: -5 | G: / | H: 0.4
compound: COc1cc(C)nc(-n2nc(C)cc2OC)n1
  A: -12 | B: -4 | C: -4 | D: 2 | E: 7 | F: 2 | G: / | H: 0.0
compound: CC1CCc2c(N3CCC(O)CC3)c(F)cc3c(=O)c(C(=O)O)cn1c23 (centres undefined)
  A: -14 | B: -4 | C: 1 | D: 3 | E: 10 | F: 4 | G: / | H: 6.1
compound: COc1cc2c(c(OC)c1OC)-c1c(cc(OC)c(OC)c1OC)C[C@H](C)[C@H](C)C2
  A: / | B: -2 | C: 0 | D: 6 | E: 0 | F: / | G: / | H: -0.3
compound: C#C[C@]1(O)CC[C@H]2[C@@H]3CCC4=CC(=O)CC[C@@H]4[C@H]3CC[C@@]21CC
  A: 11&1 | B: -2&6 | C: -2&4 | D: 1&-29 | E: -2&12 | F: 4&4 | G: 0&-2 | H: 0.9&-0.3
compound: CCOC(=O)Nc1ccc2c(c1)N(C(=O)CCN1CCOCC1)c1ccccc1S2
  A: -5&-6 | B: 1&10 | C: 5&-5 | D: 5&-2 | E: 4&-5 | F: 0&3 | G: 0 | H: 0.0&1.7
compound: CN=C(N)NC(=O)Nc1c(C)cccc1C
  A: -5 | B: -4 | C: / | D: -1 | E: -3 | F: 7 | G: -3 | H: -0.1
compound: CC1(C)Oc2ccc(C#N)cc2[C@@H](N2CCCC2=O)[C@@H]1O
  A: -1 | B: -4 | C: 2 | D: 3 | E: -4 | F: 0 | G: 7 | H: -0.1

More compounds:
Screens by letter: A = RAD52 anneal inh; B = PglD DTNB; C = esBAF inh; D = ARNT-TACC3 inh; E = RAD54 inh; F = ERp5 inh; G = CASP6 VEID inh; H = E-selectin induc
compound: CC[C@]12CCCN3CCc4c(n(c5ccccc45)[C@@](O)(C(=O)OC)C1)[C@@H]32
  A: -8 | B: -3 | C: -12 | D: 4 | E: 3 | F: -1 | G: -3 | H: /
compound: C[C@]12CC[C@H]3C(=CCc4cc(O)ccc43)[C@@H]1CCC2=O
  A: -3 | B: 2&-1 | C: 31*! | D: 0&22 | E: -6&21 | F: 1 | G: -2 | H: 2.3
compound: Oc1cc2c(cc1O)C1c3ccc(O)c(O)c3OCC1(O)C2 (centres undefined)
  A: 0 | B: 1 | C: -4 | D: 10 | E: 2 | F: 1 | G: 42* | H: /
compound: Cc1ccsc1/C=C/C1=NCCCN1C
  A: -4&-5&-3 | B: -1&-7&4 | C: -6&-1&2 | D: -3&-2&-5 | E: 11&-15&11 | F: 3&2&-1 | G: 3&-5&2 | H: 0.5&-2.4&-0.1
compound: COc1cc(C(=O)NCCCCCC(=O)O)cc(OC)c1OC
  A: -4 | B: -5&-4 | C: 1&1 | D: -4&-1 | E: -12&7 | F: 1 | G: -6 | H: 0.1
compound: CCC(Cc1c(I)cc(I)c(N)c1I)C(=O)O (centres undefined)
  A: -7 | B: 9 | C: -7 | D: -18 | E: -6 | F: 0 | G: 11 | H: 2.6
compound: COc1ccc(Sc2ccc(NC(=O)c3ccccc3Cl)cc2C#N)cc1
  A: / | B: 1 | C: 3 | D: 0 | E: 0 | F: / | G: / | H: /
compound: COC(=O)Nc1nc2ccc(C(=O)C3CC3)cc2[nH]1
  A: 0 | B: / | C: / | D: / | E: / | F: 0 | G: -1 | H: -0.2
compound: C/C=C(/C)C(=O)O[C@@H]1c2cc3c(c4c2[C@@]2(CO4)C(=O)C(OC)=C(OC)C=C2C[C@@H](C)[C@H]1C)OCO3
  A: -10 | B: -5 | C: -9 | D: 5 | E: -2 | F: 3 | G: -1 | H: -0.1
compound: CCN(CC)S(=O)(=O)c1ccc(C(=O)O)cc1
  A: -8 | B: -1 | C: -4 | D: -13 | E: -6 | F: -22 | G: -4 | H: /

11 compounds already listed, sorted by formula weight, ascending:
Screens by letter: A = RAD52 anneal inh; B = PglD DTNB; C = esBAF inh; D = ARNT-TACC3 inh; E = RAD54 inh; F = ERp5 inh; G = CASP6 VEID inh; H = E-selectin induc
compound: CCN(CC)S(=O)(=O)c1ccc(C(=O)O)cc1
  A: -8 | B: -1 | C: -4 | D: -13 | E: -6 | F: -22 | G: -4 | H: /
compound: COC(=O)Nc1nc2ccc(C(=O)C3CC3)cc2[nH]1
  A: 0 | B: / | C: / | D: / | E: / | F: 0 | G: -1 | H: -0.2
compound: C[C@]12CC[C@H]3C(=CCc4cc(O)ccc43)[C@@H]1CCC2=O
  A: -3 | B: 2&-1 | C: 31*! | D: 0&22 | E: -6&21 | F: 1 | G: -2 | H: 2.3
compound: CC1(C)Oc2ccc(C#N)cc2[C@@H](N2CCCC2=O)[C@@H]1O
  A: -1 | B: -4 | C: 2 | D: 3 | E: -4 | F: 0 | G: 7 | H: -0.1
compound: C#C[C@]1(O)CC[C@H]2[C@@H]3CCC4=CC(=O)CC[C@@H]4[C@H]3CC[C@@]21CC
  A: 11&1 | B: -2&6 | C: -2&4 | D: 1&-29 | E: -2&12 | F: 4&4 | G: 0&-2 | H: 0.9&-0.3
compound: COc1cc(C(=O)NCCCCCC(=O)O)cc(OC)c1OC
  A: -4 | B: -5&-4 | C: 1&1 | D: -4&-1 | E: -12&7 | F: 1 | G: -6 | H: 0.1
compound: CC[C@]12CCCN3CCc4c(n(c5ccccc45)[C@@](O)(C(=O)OC)C1)[C@@H]32
  A: -8 | B: -3 | C: -12 | D: 4 | E: 3 | F: -1 | G: -3 | H: /
compound: COc1ccc(Sc2ccc(NC(=O)c3ccccc3Cl)cc2C#N)cc1
  A: / | B: 1 | C: 3 | D: 0 | E: 0 | F: / | G: / | H: /
compound: CCOC(=O)Nc1ccc2c(c1)N(C(=O)CCN1CCOCC1)c1ccccc1S2
  A: -5&-6 | B: 1&10 | C: 5&-5 | D: 5&-2 | E: 4&-5 | F: 0&3 | G: 0 | H: 0.0&1.7
compound: C/C=C(/C)C(=O)O[C@@H]1c2cc3c(c4c2[C@@]2(CO4)C(=O)C(OC)=C(OC)C=C2C[C@@H](C)[C@H]1C)OCO3
  A: -10 | B: -5 | C: -9 | D: 5 | E: -2 | F: 3 | G: -1 | H: -0.1
compound: CCC(Cc1c(I)cc(I)c(N)c1I)C(=O)O (centres undefined)
  A: -7 | B: 9 | C: -7 | D: -18 | E: -6 | F: 0 | G: 11 | H: 2.6

Additional compounds
Screens by letter: A = RAD52 anneal inh; B = PglD DTNB; C = esBAF inh; D = ARNT-TACC3 inh; E = RAD54 inh; F = ERp5 inh; G = CASP6 VEID inh; H = E-selectin induc
compound: CCOC(=O)Nc1ccc(NCc2ccc(F)cc2)nc1N
  A: -142 | B: -5 | C: -4 | D: 3 | E: -29 | F: 9 | G: / | H: 0.0
compound: CCN(CC)CCOC(=O)C(c1ccccc1)c1ccccc1
  A: -9 | B: 0 | C: 1 | D: -4 | E: 15 | F: -3 | G: 1 | H: -0.1
compound: COc1c(O)cc2c(c1O)[C@@H]1O[C@H](CO)[C@@H](O)[C@H](O)[C@H]1OC2=O
  A: -9 | B: -1 | C: -7 | D: 6 | E: 2 | F: 2 | G: -2 | H: -0.1
compound: CCCc1cc(C(N)=S)ccn1
  A: -14 | B: -3&-2 | C: 6&0 | D: -10&-4 | E: 3&18 | F: -4 | G: -2 | H: -0.1
compound: O=C1CCc2cc(OCCCCc3nnnn3C3CCCCC3)ccc2N1
  A: -1 | B: 0 | C: 2 | D: -5 | E: 4 | F: 2 | G: 5 | H: 0.0
compound: COc1ccccc1OC(=O)Oc1ccccc1OC
  A: -11 | B: 6 | C: 9 | D: -5 | E: -5 | F: 15 | G: 5 | H: 1.0
compound: CC(C)(C(=O)c1cccnc1)c1cccnc1
  A: 4 | B: 2 | C: -3 | D: 0 | E: -14 | F: -6 | G: -3 | H: 0.0
compound: COc1cc(NC(=O)c2cc(C3CC3)on2)c(OC)cc1Cl
  A: -10 | B: -4 | C: -11 | D: -3 | E: -2 | F: 5 | G: -1 | H: 0.8
compound: O=C1c2c(O)cccc2C(C2OC(CO)[C@@H](O)[C@H](O)[C@H]2O)c2cc(CO)cc(O)c21 (some centres undefined)
  A: 10 | B: 3 | C: -2 | D: 9 | E: 5 | F: 4 | G: 3 | H: -0.6
compound: CCCN(CCC)C(=O)C(CCC(=O)O)NC(=O)c1ccccc1 (centres undefined)
  A: 5 | B: -4 | C: 2 | D: -1 | E: -2 | F: 3 | G: -1 | H: 2.9

Continuation:
Screens by letter: A = RAD52 anneal inh; B = PglD DTNB; C = esBAF inh; D = ARNT-TACC3 inh; E = RAD54 inh; F = ERp5 inh; G = CASP6 VEID inh; H = E-selectin induc
compound: CN(C)CCOC(=O)C(c1ccccc1)C1(O)CCCC1 (centres undefined)
  A: -2 | B: -3 | C: -4 | D: -3 | E: 0 | F: 3 | G: -3 | H: 0.0
compound: Nc1cc(=O)[nH]c(N)n1
  A: -5 | B: -3 | C: -6 | D: -2 | E: -3 | F: -9 | G: -2 | H: ?
compound: C[C@H]1c2cccc(O)c2C(O)=C2C(=O)C3(O)C(O)=C(C(N)=O)C(=O)[C@@H](N(C)C)[C@@H]3[C@@H](O)[C@@H]21 (some centres undefined)
  A: 3 | B: -1 | C: 7 | D: 26 | E: 2 | F: 2 | G: 24 | H: 0.9
compound: OCC(O)CN1CCN(c2ccccc2)CC1 (centres undefined)
  A: -13 | B: 3 | C: 1 | D: -4 | E: 8 | F: 7 | G: 2 | H: 0.0
